EWS-Fli inh: blocks EWS/Fli oncoprotein-driven transcription | A673 NR0B1-luciferase reporter, viability-normalised | inhibition, % at 12.6 µM | actives 0.67% (n = 350,000) | AID 651661;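 active = mean inhibition of at least 50% after viability correction, with every replicate also passing that limit; inconclusive = mean reaches 50% but only one of two replicates passes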;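 note: firefly luciferase signal divided by Alamar Blue viability fluorescence both relative to DMSO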
S100A4 inh HTS: S100A4-myosin IIA interaction inhibition; actives 0.14% (n = 360,000); inhibition, % at 10.7 µM; AID 652163; S100A4/TAMRA-MyoIIA peptide fluorescence polarization;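 active = mean inhibition of at least 70% across replicates, with every replicate also reaching that level; inconclusive = mean inhibition reaches 70% but some replicates fall short; inactive = mean inhibition below 70%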
Target sequence (P26447 whole entry, looked up): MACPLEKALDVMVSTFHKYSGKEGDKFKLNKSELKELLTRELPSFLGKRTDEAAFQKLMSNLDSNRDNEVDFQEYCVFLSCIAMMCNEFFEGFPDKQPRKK
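Material: S100A4 monomer protein / Buffer or medium: 50 mM HEPES pH 7.2, 10 mM CaCl2, 100 mM KCl / Times: 5 min incubation before reading / Benchmarks: neutral control DMSO, positive control TFP / Reagent: labelled myosin peptide probe, 5 nM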
PGC1a acetyl inh: PGC1a acetylation modulation, inhibitor mode; U2OS PGC1a acetylation, AlphaScreen anti-acetyl-lysine; with virally co-expressed GCN5 acetyltransferase; inhibition, % at 15.6 µM; actives 0.17% (n = 350,000);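 active = every replicate shows inhibition of at least 40%; inconclusive = mean inhibition at least 40% but some replicate below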;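 note: 0% = neutral control wells and 100% = positive control wells; some results beyond the cut were filed as inactive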
FN deposit inh: fibronectin deposition inhibition | AID 743247 | actives 0.086% (n = 350,000) | AH1F fibroblasts, Alexa488-fibronectin deposition fluorescence, overnight | inhibition, % at 12.6 µM;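 active = mean inhibition across replicates of 30% or more, regardless of how many single replicates reach that level; inconclusive = mean under 30% yet at least half of replicates reach 30%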;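 note: positive control wells lacked labelled fibronectin entirely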
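Material: AH1F fibroblast monolayer depositing Alexa488-labelled fibronectin into matrix / Amount: 10000 AH1F cells per well / Signal: fluorescence 485/525 nm / Medium: DMEM, 2% serum / Compound: single dose, pinned / Incubation: 1 h cell adhesion before compound, then overnight fibronectin incubation / Reagent: Alexa488-FN, 24 nM final / Read-out: inhibition of fibronectin deposition signal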
ERAP1 inh: inhibitors of human ERAP1 aminopeptidase. inhibition, % at 10.7 µM. actives 0.15% (n = 340,000). Q9NZ08. AID 652197. recombinant ERAP1, Leu-AMC fluorescence, 60 min;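 active = mean replicate inhibition of at least 30%, or all replicates individually reaching that 30% level; inactive = mean below 30% and not every replicate reaching it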;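 note: 0% = neutral control wells and 100% = L-leucinethiol positive control wells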
Target sequence (Q9NZ08 whole entry, looked up): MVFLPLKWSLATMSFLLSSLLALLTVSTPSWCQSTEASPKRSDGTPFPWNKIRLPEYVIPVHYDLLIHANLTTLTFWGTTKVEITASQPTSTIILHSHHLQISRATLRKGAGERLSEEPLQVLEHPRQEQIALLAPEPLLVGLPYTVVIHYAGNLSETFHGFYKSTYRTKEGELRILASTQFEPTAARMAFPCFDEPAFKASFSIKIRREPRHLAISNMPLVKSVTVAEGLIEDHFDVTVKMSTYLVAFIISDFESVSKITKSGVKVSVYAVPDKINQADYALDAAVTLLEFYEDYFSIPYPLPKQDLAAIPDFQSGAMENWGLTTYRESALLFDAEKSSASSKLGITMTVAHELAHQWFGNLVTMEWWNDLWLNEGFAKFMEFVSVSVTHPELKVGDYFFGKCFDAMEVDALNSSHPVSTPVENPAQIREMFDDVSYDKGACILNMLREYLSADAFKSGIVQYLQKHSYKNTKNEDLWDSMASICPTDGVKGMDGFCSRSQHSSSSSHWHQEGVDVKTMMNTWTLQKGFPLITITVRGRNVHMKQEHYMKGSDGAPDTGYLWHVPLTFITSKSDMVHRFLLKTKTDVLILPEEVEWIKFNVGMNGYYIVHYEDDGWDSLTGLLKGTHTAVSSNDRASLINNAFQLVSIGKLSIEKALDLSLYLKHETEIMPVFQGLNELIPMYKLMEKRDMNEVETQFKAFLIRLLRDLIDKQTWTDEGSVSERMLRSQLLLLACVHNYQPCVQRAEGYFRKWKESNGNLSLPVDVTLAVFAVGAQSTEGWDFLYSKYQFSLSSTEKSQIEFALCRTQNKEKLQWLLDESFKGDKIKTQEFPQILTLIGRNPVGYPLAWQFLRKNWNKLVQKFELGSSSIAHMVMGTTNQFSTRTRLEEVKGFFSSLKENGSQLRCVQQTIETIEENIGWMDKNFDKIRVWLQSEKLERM
PAX8 reporter: lowers PAX8-driven luciferase in RMG-I cells | RMG-I TPO-luciferase reporter, SteadyGlo, 24 h | inhibition, % at 12.6 µM | actives 1.2% (n = 360,000) | AID 652154;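 active = mean replicate inhibition at least 60% with every replicate also reaching 60%; inconclusive = only one of the two criteria is met; inactive = mean below 60% and not all replicates reaching 60%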;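 note: luciferase light reporting Pax8 driven TPO promoter activity; plate controls were median of neutral control wells for no effect and mitoxantrone controls for full effect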
PglD DTNB: inhibitors of Campylobacter jejuni PglD acetyltransferase; purified PglD enzyme, DTNB colorimetric CoA detection; actives 0.098% (n = 360,000); inhibition, % at 12.5 µM; AID 602405; in the data active = inhibition above about 16%, passing the limit was not always enough; inconclusive = no clear call, values can overlap the other calls; note: strong numbers were not always called active
LGR2 antag: inhibitors of bursicon-induced Drosophila LGR2 receptor cAMP signaling; HEK293 LGR2, CRE-luciferase, bursicon-stimulated, 4 h; actives 0.35% (n = 380,000); inhibition, % at 9.99 µM;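 active = drop in luminescence signal, shown as inhibition above about 50% in the replicate tests, limit read from the data, passing the limit was not always enough; inconclusive = probably only some replicates passing the limit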;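 note: agonist challenge used bursicon conditioned medium at about half maximal strength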
* hit, by the source's call; ? = inconclusive; . = not tested or not shown. An unsorted share of the library. Share with any hit: about 2.1%.

| mol | EWS-Fli inh | S100A4 inh HTS | PGC1a acetyl inh | FN deposit inh | ERAP1 inh | PAX8 reporter | PglD DTNB | LGR2 antag |
| --- | --- | --- | --- | --- | --- | --- | --- | --- |
| CN1OC[C@@H]2CN(Cc3cc(Cl)cc(Cl)c3)[C@H](c3cccc(Br)c3)C[C@@H]21 | 8 | -4 | -8 | . | 6 | 9 | -1 | 7 |
| O=C(c1ccccc1)N1Cc2ccccc2[C@H]2OC(c3ccc(OCCCO)cc3)=N[C@@]2(Cc2ccccc2)C1=O | 1 | 15 | -2 | . | 3 | 53 | 3 | . |
| CC(=O)Nc1cc(NC(C)=O)cc(C(=O)OCC(=O)c2ccc3c(c2)NC(=O)CO3)c1 | 3 | -4 | 0 | 1 | -1 | 3 | 1 | -5 |
| O=C(NCCOc1nc(N2CCCCC2)nc(N2CCCCC2)n1)Nc1ccccc1 | -4 | 3 | 13 | 9 | 1 | 9 | 4 | -12 |
| COc1ccc(C2(CNC(=O)c3cc([N+](=O)[O-])cc([N+](=O)[O-])c3)CCCC2)cc1OC | 6 | 1 | -1 | -2 | -1 | 2 | . | -6 |
| C[C@H]1CN([C@@H](C)CO)S(=O)(=O)c2ccc(-c3cccnc3)cc2O[C@@H]1CN(C)C | -11 | 6 | 0 | -3 | -2 | . | -1 | -8 |
| C[C@H]1CN([C@@H](C)CO)C(=O)Cc2cc(NC(=O)Cc3cn(C)c4ccccc34)ccc2O[C@H]1CN(C)C | -7 | ? | -3 | 10 | -4 | 8 | -4 | -16 |
| COc1ccc(-c2cc(C(=O)N3CCN(c4ccccc4OC)CC3)no2)cc1 | 10 | -4 | . | -2 | -3 | 16 | 2 | 40 |
| O=C(CCCn1ncn2c(cc3occc32)c1=O)NCc1cccc(Cl)c1 | . | 11 | -15 | 8 | -2 | -5 | -2 | -4 |
| CN(C)S(=O)(=O)c1cccc(C(=O)OCC(=O)c2ccc3c(c2)NC(=O)CO3)c1 | 4 | 4 | 4 | . | 0 | . | 3 | -7 |
| CN(C)CCCNC(=O)/C(=C\c1ccc(-c2ccc(Br)cc2)o1)NC(=O)c1ccccc1 | 39 | 1 | -17 | 4 | 9 | 20 | -1 | . |
| Oc1[nH]c(N=C2N=c3ccccc3=N2)c2ccccc12 | 10 | -5 | -39 | 4 | -1 | -9 | -1 | -45 |
| Cn1c2c(c(=O)n(C)c1=O)C(C(F)(F)F)(C(F)(F)F)N=C(c1ccccc1Cl)N2 | . | . | -31 | -8 | . | 10 | 0 | . |
| COC(=O)c1c(NC(=O)c2ccc(C(=O)c3ccccc3)cc2)sc2c1CC(C)(C)NC2(C)C | 11 | -2 | . | 5 | 0 | 7 | -2 | 17 |
| O=C(Nc1ccc(S(=O)(=O)N2CCCc3ccccc32)cc1)C1CCCO1 (stereo unspecified) | 9 | 5 | -5 | . | 1 | . | . | . |
| COc1ccc(-c2cc(C(=O)O)nc3ccc4ccccc4c23)cc1OC | -28 | 5 | -3 | 2 | 1 | -53 | . | -4 |
| COc1ccc(C(=O)Nc2nc(C)cc(C)n2)cc1 | 5 | 1 | -1 | 5 | -2 | -9 | . | 5 |
| O=C(CCn1c(=O)c2cccn2c2ccc(F)cc21)NCc1cccc(F)c1 | . | -2 | 5 | -7 | 0 | 3 | 1 | 12 |
| CCCCN1C(=O)C(=O)N(CC(=O)c2ccc3c(c2)CCCC3)C1=O | -13 | 1 | . | 3 | -2 | -15 | -3 | . |
| Cc1nn(-c2ccccc2)c(Cl)c1C(=O)NCc1ccccc1F | -6 | -2 | -25 | 0 | -4 | 5 | -14 | -5 |
| Cc1cc(C)c[n+](C2=C([O-])c3ccccc3C(=O)/C2=N\S(=O)(=O)c2cccs2)c1 | 9 | 22 | . | -7 | 0 | -6 | . | 4 |
| COc1ccc(CCNC(=O)CCS(=O)(=O)Cc2ccccc2C)cc1OC | -5 | -1 | . | 2 | -5 | -17 | -1 | -5 |
| O=C(CCN1N=C(c2ccccc2)CCC1=O)NC1CCCCC1 | 1 | 3 | 0 | 6 | 1 | -5 | -7 | 2 |
| Cc1cccc(C)c1OCC(=O)NNC(=O)CNC(=O)c1ccc(OC(F)F)cc1 | 0 | -2 | -1 | -7 | 1 | 3 | 0 | 2 |
| Cc1cc(C)nc(Nc2ncc(O)n2-c2ccc(Br)cc2)n1 | -13 | 2 | 6 | 0 | 7 | -2 | . | . |

Ordered by count of non-hydrogen atoms (largest number first): some entries from above
| mol | EWS-Fli inh | S100A4 inh HTS | PGC1a acetyl inh | FN deposit inh | ERAP1 inh | PAX8 reporter | PglD DTNB | LGR2 antag |
| --- | --- | --- | --- | --- | --- | --- | --- | --- |
| Cn1c2c(c(=O)n(C)c1=O)C(C(F)(F)F)(C(F)(F)F)N=C(c1ccccc1Cl)N2 | . | . | -31 | -8 | . | 10 | 0 | . |
| O=C(CCN1N=C(c2ccccc2)CCC1=O)NC1CCCCC1 | 1 | 3 | 0 | 6 | 1 | -5 | -7 | 2 |
| Cc1cc(C)nc(Nc2ncc(O)n2-c2ccc(Br)cc2)n1 | -13 | 2 | 6 | 0 | 7 | -2 | . | . |

(listing goes on)
| mol | EWS-Fli inh | S100A4 inh HTS | PGC1a acetyl inh | FN deposit inh | ERAP1 inh | PAX8 reporter | PglD DTNB | LGR2 antag |
| --- | --- | --- | --- | --- | --- | --- | --- | --- |
| O=[N+]([O-])c1ccc(Sc2nccn2Cc2ccccc2)c([N+](=O)[O-])c1 | 7 | 2 | -9 | . | 2 | . | . | 13 |
| C/C=C/c1ccc([C@H]2[C@H](CO)N[C@H]2CN(CC(C)C)C(=O)c2ccccn2)cc1 | 10 | -11 | -6 | 2 | . | 4 | 1 | 10 |
| CC(=O)Nc1ccc(NC(=O)C(C)OC(=O)c2c(NC(C)=O)sc(C)c2C)cc1 (stereo unspecified) | -10 | 22 | 1 | 10 | 1 | -14 | 1 | 2 |
| CN(c1ccccc1C(=O)Nc1ccc(F)c(F)c1)S(C)(=O)=O | 5 | 0 | 3 | 1 | -1 | 0 | -5 | 12 |
| CS(=O)(=O)N1Cc2cc(C(=O)O)nc(-c3cccc(-c4ccccc4F)c3)c2[C@@H]1CCO | . | -2 | . | -10 | 3 | . | . | 14 |
| CS(=O)(=O)N1CCc2cc(C(=O)Nc3cccc([N+](=O)[O-])c3)ccc21 | -2 | -1 | 0 | 5 | -1 | 21 | 2 | . |
| CCn1nc(C)cc1C(=O)Sc1ccc(Cl)cc1Cl | 19 | -3 | 4 | 2 | 0 | 1 | 4 | 11 |
| CC(C)(C)N(Cc1ccccc1)C(=O)CCc1ccccc1 | 7 | 5 | . | -5 | -1 | -1 | . | 22 |
| O=c1sc(Nc2ccccc2)nc2ccccc12 | -2 | 0 | . | 3 | -3 | -15 | . | 13 |
| O=C(CN1CCOCC1)N1CCCCN2[C@H](CO)[C@@H](c3ccc(Br)cc3)[C@H]2C1 | -19 | . | -3 | -14 | . | -7 | -4 | 40 |
| CCNC(=O)N(C)[C@H]1C[C@@H](c2ccccc2)N(C(C)=O)C[C@H]1CO | -13 | 10 | . | 3 | 1 | -8 | . | -9 |
| CC(=O)NCCNC(=O)C1Cc2c(-c3ccc4c(c3)OCO4)ccnc2O1 (stereo unspecified) | -7 | 41 | 5 | 1 | 0 | -18 | -5 | 11 |
| COc1ccc(C(=O)Nc2sc(C)c(C)c2CN2CCOCC2)cc1 | -63 | -6 | -12 | -2 | 1 | -34 | . | . |
| C[C@@H]1COC(=O)[C@@H](CC(=O)OC(C)(C)C)C/C=C\C[C@@H](CC(=O)NCCO)C(=O)N1 | -2 | -2 | . | 2 | 0 | -6 | -7 | -7 |
| CCOC(=O)C1CCCN(C(=O)c2ccc(OCC)cc2)C1 (stereo unspecified) | . | . | -15 | 9 | . | 11 | 3 | . |
| CC1CN(CC(O)COCc2ccc3c(c2)OCO3)CC(C)O1 (stereo unspecified) | -6 | -3 | . | -7 | -1 | 2 | 10 | 0 |
| Cc1ccccc1S(=O)(=O)N1CCCCN2[C@@H](CO)[C@@H](c3ccc(-c4ccccc4)cc3)[C@@H]2C1 | 14 | -6 | -40 | . | 3 | 11 | 2 | . |
| COc1ccc(NC(=O)C2CCCN(S(=O)(=O)c3cccc4cccnc34)C2)c(OC)c1 (stereo unspecified) | -7 | 0 | 2 | -11 | -1 | 14 | -3 | -11 |
| O=C(CNC(=O)c1ccc2c(c1)OCCO2)N/N=C/c1ccco1 | -2 | -5 | . | -15 | 3 | 0 | . | -7 |
| O=C(O)CCCNC(=O)c1cccc(C(=O)NCCCC(=O)O)n1 | . | . | -3 | . | . | -6 | 1 | 7 |
| COc1ccc(Nc2nc(-c3ccc4c(c3)NC(=O)CO4)cs2)cc1 | -18 | -4 | 8 | -6 | 0 | -8 | . | 1 |
| C[C@@H]1CN([C@@H](C)CO)S(=O)(=O)c2ccc(-c3ccc(C(=O)N(C)C)cc3)cc2O[C@@H]1CN(C)C(=O)C1CCC1 | -2 | -8 | 7 | 18 | 1 | -2 | -9 | 23 |
| C#CCNC(=O)C[C@@H]1C[C@@]2(C(=O)OC)CCCCC=C2N(CCc2ccc(OC)c(OC)c2)C1=O | -4 | -2 | . | -5 | . | 2 | . | -7 |
| NS(=O)(=O)c1ccc(NC(=O)c2cc(-c3cc(Cl)ccc3O)n[nH]2)cc1 | 5 | 1 | -7 | 22 | 0 | 15 | -5 | 20 |
| COCCNC(=O)/C(C#N)=C/C(C)=C/c1ccccc1 | 3 | 2 | . | 2 | -1 | -11 | . | -17 |
| O=C1CN(Cc2ccccc2)C[C@H]2[C@H](c3ccc(-c4ccccc4)cc3)[C@@H](CO)N12 | 4 | 15 | 10 | . | . | -26 | . | -6 |
| CCC(=O)N1C[C@H](C)[C@H](OC)CN(C)C(=O)c2cc(NS(=O)(=O)CC)ccc2OC[C@@H]1C | 3 | 3 | -6 | 0 | 2 | -3 | -1 | 2 |
| CO[C@H]1CN(C)C(=O)c2ccc(NS(=O)(=O)c3cccc(F)c3)cc2OC[C@@H](C)N(Cc2cc(F)ccc2F)C[C@@H]1C | 19 | 1 | -9 | 5 | -2 | 9 | -2 | 8 |
| COCC(=O)N1CC(=O)N2[C@H](CO)[C@@H](c3ccc(C#CCc4ccccc4)cc3)[C@H]2C1 | 0 | -12 | 0 | . | 5 | 1 | . | 3 |
| COC(=O)c1sccc1-n1cccc1C(=O)C(=O)N1CCOCC1 | 2 | -2 | 7 | -10 | -1 | -1 | -9 | -42 |
| Cc1ccccc1-c1cc2nc(OCC3CCCO3)n(C)c(=O)c2s1 (stereo unspecified) | 5 | -2 | -21 | 1 | 5 | 18 | 0 | -42 |
| CN(C)C(=O)C[C@@H]1CC[C@H]2[C@H](COc3ccc(NC(=O)C4CC4)cc3C(=O)N2C)O1 | 1 | -6 | 3 | 10 | -1 | 17 | -1 | 6 |
| COc1ccc(-n2c(C)c(C)c3c(NCCCN(C)C)ncnc32)cc1 | 3 | 7 | -2 | 2 | 0 | -4 | -6 | 21 |

Part of the list above, reduced to FN deposit inh.
| canonical_smiles | FN deposit inh |
| --- | --- |
| CS(=O)(=O)N1Cc2cc(C(=O)O)nc(-c3cccc(-c4ccccc4F)c3)c2[C@@H]1CCO | -10 |
| CS(=O)(=O)N1CCc2cc(C(=O)Nc3cccc([N+](=O)[O-])c3)ccc21 | 5 |

Screening data (PubChem)
